procasp3 activ – procaspase-3 (human) activation; P42574; recombinant procaspase-3 D3A, Ac-DEVD-pNA absorbance 405 nm; activation, % at 8.5 µM; 330,000 tested, 0.11% active;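 active means activation above the mean of all tested compounds plus 3 SD, cut at about 21% in these data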;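 further: 0% = DMSO alone and 100% = DMSO wells spiked with extra 5 µM PC-3 D3A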
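System: Procaspase-3 D3A mutant. Medium: Zinc-free 300 mM NaCl, 50 mM HEPES, 0.01% Triton X-100. Schedule: 1 h preincubation plus 2 h reaction at 25 °C. Measured by: 405 nm absorbance of p-nitroaniline, reads at 0 and 120 min. Read-out: percent activation relative to control range.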
AHR activator – human AHR activation; P35869; AHR-responsive luciferase reporter cells, luminescence; activation, % at 5 µM; 320,000 tested, 2.5% active; AID 2796; in the data active means activation above about 47%;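 further: 0% = vehicle wells and 100% = reference agonist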
Target sequence (P35869 whole entry, looked up): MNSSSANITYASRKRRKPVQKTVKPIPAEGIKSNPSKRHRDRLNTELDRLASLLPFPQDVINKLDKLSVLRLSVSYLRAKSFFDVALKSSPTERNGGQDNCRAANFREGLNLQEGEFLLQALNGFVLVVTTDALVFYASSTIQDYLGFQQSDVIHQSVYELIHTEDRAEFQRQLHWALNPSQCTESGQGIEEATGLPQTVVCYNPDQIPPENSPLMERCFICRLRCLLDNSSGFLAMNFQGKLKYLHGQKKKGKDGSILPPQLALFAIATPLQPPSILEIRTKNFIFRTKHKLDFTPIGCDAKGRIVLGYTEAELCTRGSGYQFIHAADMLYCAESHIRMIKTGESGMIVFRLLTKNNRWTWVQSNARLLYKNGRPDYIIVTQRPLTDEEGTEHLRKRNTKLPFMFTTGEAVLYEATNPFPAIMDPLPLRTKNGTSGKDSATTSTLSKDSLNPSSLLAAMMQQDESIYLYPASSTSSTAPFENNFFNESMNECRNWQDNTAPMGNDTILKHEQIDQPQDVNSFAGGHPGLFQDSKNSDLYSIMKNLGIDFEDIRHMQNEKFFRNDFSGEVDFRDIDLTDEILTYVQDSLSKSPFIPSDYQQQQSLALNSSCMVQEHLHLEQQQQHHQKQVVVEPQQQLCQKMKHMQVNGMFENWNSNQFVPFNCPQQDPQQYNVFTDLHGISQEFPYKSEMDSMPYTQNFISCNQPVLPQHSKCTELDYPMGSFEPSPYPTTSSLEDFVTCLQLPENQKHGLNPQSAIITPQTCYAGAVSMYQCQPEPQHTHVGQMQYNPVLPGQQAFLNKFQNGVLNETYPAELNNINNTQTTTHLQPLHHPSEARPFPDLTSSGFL
AGP1-GFP MLPCN – modulators of TOR pathway AGP1-GFP in S. cerevisiae | GFP response vs DMSO, % at 10 µM | 320,000 tested, 0.02% active | AID 2066 | S. cerevisiae AGP1-GFP multiplex flow cytometry, 3 h; GFP as percent of DMSO wells;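 active means GFP response relative to DMSO above a set limit, near screen average plus 3 SD, cut at about 150% in these data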;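 further: median GFP channel fluorescence of the gated AGP1 strain per well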
proCasp7 act – activates human procaspase-7, counter-screen for procaspase-3 activators; AID 463210; recombinant procaspase-7, Ac-DEVD-pNA absorbance 405 nm; D23A/D198A/D206A triple mutant, cannot self-cleave; scale: DMSO 0, 5 µM enzyme 100; 330,000 tested, 0.093% active; P55210; activation, % at 8.5 µM;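 active means percent activation above the screen-wide mean plus 3 SD, cut at about 25% in these data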
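signal = Epi-absorbance of released pNA at 405 nm, two timepoints | assay system = Uncleavable procaspase-7 mutant enzyme | reagent = Ac-DEVD-pNA substrate, 400 µM as added | times = 1 h enzyme–compound preincubation and 2 h substrate reaction, both 25 °C | benchmarks = low DMSO alone, high DMSO plus 5 µM PC-7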
LAP4-GFP MLPCN – modulators of TOR pathway LAP4-GFP in S. cerevisiae | S. cerevisiae LAP4-GFP multiplex, flow cytometry GFP, 3 h; median GFP as percent of DMSO wells | GFP response vs DMSO, % at 10 µM | 320,000 tested, 0.34% active;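 active means GFP response vs DMSO above a set limit, about the screen mean plus 3 SD, cut at about 150% in these data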
MEP2 TOR yeast – yeast TOR pathway MEP2-GFP modulation; 330,000 tested, 0.51% active; S. cerevisiae MEP2-GFP strain, flow cytometry GFP, 3 h; 100% = DMSO control level; GFP response vs DMSO, % at 10 µM;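 active means GFP response versus DMSO above a set limit, roughly screen mean plus 3 SD, cut at about 180% in these data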;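 further: median GFP fluorescence of the barcode-gated MEP2-GFP cells per well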
CIT2-GFP yeast – yeast TOR pathway CIT2-GFP modulation. S. cerevisiae CIT2-GFP strain, flow cytometry, 3 h; 100 means same as DMSO wells. GFP response vs DMSO, % at 10 µM. 320,000 tested, 0.065% active. AID 2029;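 active means GFP response relative to DMSO above a set limit, near the screen mean plus 3 SD, cut at about 150% in these data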;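 further: ratio of well median GFP fluorescence to mean of DMSO wells on the plate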
RPL19A TOR yeast – modulators of TOR pathway RPL19A-GFP in S. cerevisiae. S. cerevisiae RPL19A-GFP strain, flow cytometry, 3 h; hits give low values. percent response vs DMSO, % at 10 µM. 330,000 tested, 0.3% active. AID 2025;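 active means percent response vs DMSO below 50%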;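 further: median channel GFP fluorescence of the barcoded RPL19A-GFP strain; ratio of sample median GFP to plate DMSO average so 100% = DMSO; lower means less RPL19A-GFP as with rapamycin TOR inhibition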
Starred values were filed as active, the others as inactive.

Sequence of screens: procasp3 activ	AHR activator	AGP1-GFP MLPCN	proCasp7 act	LAP4-GFP MLPCN	MEP2 TOR yeast	CIT2-GFP yeast	RPL19A TOR yeast
- Cn1nc(C(=O)NCC(=O)Nc2ccc(F)c(F)c2F)c2ccccc2c1=O
→ 4	-3	94	6	106	97	87	97
- O=C(NCc1nc(-c2ccc(C(F)(F)F)cc2)no1)Nc1ccc(OC(F)(F)F)cc1
→ -9	0	105	2	111	103	96	100
- CCc1nc2cc(C)nn2c2nc3ccccc3n12
→ 4	91*	85	6	86	90	90	92
- CC(C)N1CCc2c(sc(NC(=O)CCS(=O)(=O)c3ccccc3)c2C#N)C1
→ 4	9	98	2	107	99	96	103
- Cc1cc(OC(=O)c2ccccc2)n(CCC#N)n1
→ 3	6	94	-12	105	110	104	96
- O=C(O)CCn1nc(-c2ccc(F)cc2)cc(Cc2ccccc2)c1=O
→ -4	2	94	2	100	107	94	101
- NC(=O)CC(NC(=O)Cc1cccc2ccccc12)c1ccc(NCCOc2ccccc2)c([N+](=O)[O-])c1 (stereo not drawn)
→ -7	4	77	-22	100	89	71	98
- CCNc1oc(-c2ccc(OC)cc2)nc1S(=O)(=O)c1ccc(Br)cc1
→ 1	-7	101	0	101	105	90	98
- O=C(CSc1nnc([C@@H]2CCCN2)o1)c1ccc(Cl)cc1
→ -8	6	105	10	106	104	101	101
- CCCNC(=O)Cn1nc(C(F)(F)F)cc1C
→ 0	1	99	-4	98	94	102	94
- CC1CN(S(=O)(=O)c2cccc(C(=O)OCC(=O)N3CCCCCC3)c2)CC(C)O1 (stereo not drawn)
→ 11	1	84	4	87	101	93	100
- CC(=O)c1cc2c(cc1N/C(=N/S(=O)(=O)c1ccc(C)cc1)c1ccccc1)OCO2
→ 2	39	92	1	85	97	89	99
- CC12CCC(=O)N1C(C(=O)Nc1ccc(F)c(Cl)c1)CS2 (stereo not drawn)
→ 11	1	97	2	104	101	97	97
- Clc1ccc2c(c1)nc1n2CCCC1
→ 6	-2	103	17	97	106	105	104
- CC(C)c1cc(CN2CCN(CCC#N)CC2)cc(C(C)C)c1O
→ -1	0	108	6	107	128	109	98
- CCC(C)NC(=O)CSc1nc2c(sc3ccccc32)c(=O)n1CCCN1CCOCC1 (stereo not drawn)
→ 2	-2	105	6	99	103	108	104
- O=C1CCN(Cc2ccccc2)CCN1[C@H](CO)Cc1ccccc1
→ 1	-2	90	2	129	94	88	96
- O=C1C2C3C=CC(C2C(=O)N1CCCO)C1C2C(=O)N(CCCO)C(=O)C2C31 (stereo not drawn)
→ 4	1	102	2	105	92	105	101
- COc1ccc(-c2ccc(SCC(=O)N3CC(=O)Nc4ccccc43)nn2)cc1
→ -5	19	105	3	108	99	109	104
- Cc1cccn2c(=O)c3cc(C(=O)NC4CCCC4)n(C)c3nc12
→ 2	-5	107	7	114	108	110	109
- CCCCCCCCS(=O)c1sc2nc(C)cc(C)c2c1N (stereo not drawn)
→ -7	15	98	-15	115	104	99	101
- Cc1ccc(CN2CCN(Cc3cnn(-c4ccc(Cl)cc4)c3)CC2CCO)o1 (stereo not drawn)
→ -1	4	96	-4	96	90	91	92
- COCCCNC(=O)c1ccc(CS(=O)(=O)Cc2cccc(C)c2)o1
→ 4	-1	95	-2	94	106	89	94
- COc1ccc(Oc2cc(C)c3ccccc3n2)cc1
→ 4	-11	95	-4	117	107	117	100
- O=C(CNC(=O)c1ccccc1)OC(C(=O)Nc1cc(C(F)(F)F)ccc1Cl)c1ccccc1 (stereo not drawn)
→ 2	-1	100	9	97	103	101	100
- CN(C)CCCNC(=O)c1ccc(Oc2ccccc2)cc1
→ 0	0	95	3	96	105	98	102
- Cc1ccc([N+](=O)[O-])cc1S(=O)(=O)Nc1ccc(C(=O)N(C)C)cc1
→ 0	-1	105	4	105	111	117	101
- Cc1ccc(S(=O)(=O)N2CCOCC2)cc1C(=O)Nc1ccccc1N1CCCC1
→ 2	2	104	2	101	96	98	94
- COc1ccc(C(=O)Nc2ccccc2C(=O)NC(C(=O)NCc2ccco2)C(C)C)cc1 (stereo not drawn)
→ 1	-2	102	-5	96	98	109	103
- Cc1cccc(OCC(=O)NNC(=O)CSc2ncc(C#N)c(N)n2)c1
→ -16	0	91	14	88	88	94	90

Structural class: those above with a nitro group on carbon
Sequence of screens: procasp3 activ	AHR activator	AGP1-GFP MLPCN	proCasp7 act	LAP4-GFP MLPCN	MEP2 TOR yeast	CIT2-GFP yeast	RPL19A TOR yeast
- NC(=O)CC(NC(=O)Cc1cccc2ccccc12)c1ccc(NCCOc2ccccc2)c([N+](=O)[O-])c1 (stereo not drawn)
→ -7	4	77	-22	100	89	71	98
- Cc1ccc([N+](=O)[O-])cc1S(=O)(=O)Nc1ccc(C(=O)N(C)C)cc1
→ 0	-1	105	4	105	111	117	101

Single values from above.
AHR activator, CC1CN(S(=O)(=O)c2cccc(C(=O)OCC(=O)N3CCCCCC3)c2)CC(C)O1 (stereo not drawn) stands at 1
AGP1-GFP MLPCN, O=C(CNC(=O)c1ccccc1)OC(C(=O)Nc1cc(C(F)(F)F)ccc1Cl)c1ccccc1 (stereo not drawn) stands at 100
RPL19A TOR yeast, O=C(NCc1nc(-c2ccc(C(F)(F)F)cc2)no1)Nc1ccc(OC(F)(F)F)cc1 stands at 100
AGP1-GFP MLPCN, CCCCCCCCS(=O)c1sc2nc(C)cc(C)c2c1N (stereo not drawn) stands at 98
procasp3 activ, CCNc1oc(-c2ccc(OC)cc2)nc1S(=O)(=O)c1ccc(Br)cc1 stands at 1

Going on with the list:
Sequence of screens: procasp3 activ	AHR activator	AGP1-GFP MLPCN	proCasp7 act	LAP4-GFP MLPCN	MEP2 TOR yeast	CIT2-GFP yeast	RPL19A TOR yeast
- COc1cccc(/C=C/C(=O)Nc2ccc3c(c2)OCCO3)c1OC
→ -4	-6	93	-6	97	109	93	89
- O=C(CCN1CCOCC1)NNC(=O)Nc1cccc(C(F)(F)F)c1
→ 2	0	94	5	87	96	97	97
- CC1(C)CC(=O)c2cc(OCC(=O)NCCN3CCCc4ccccc43)ccc2O1
→ -3	1	104	7	97	99	107	97
- CCNC(=O)C1CCN(S(=O)(=O)c2ccc(F)cc2)CC1
→ 8	-1	108	-4	100	105	104	102
- CCOC(=O)C1CCCN(C2CC(=O)N(c3ccc(N4C(=O)CC(N5CCCC(C(=O)OCC)C5)C4=O)cc3)C2=O)C1 (stereo not drawn)
→ -21	-4	102	-12	100	107	115	104
- Cc1ccc(N2C(=O)CN(Cc3ccccc3)C2=S)cc1C
→ 0	2	97	-6	104	105	95	102
- CN1CCN(c2ccc(CNS(=O)(=O)c3ccc(F)cc3Cl)cc2)CC1
→ -1	3	95	-3	88	101	93	96
- CN(C)S(=O)(=O)c1ccc(Cl)c(NC(=O)CN2CCN(Cc3ccc4c(c3)OCO4)CC2)c1
→ 5	-3	107	13	104	99	101	103
- Nc1[nH]nc2nc(-c3ccccc3)[nH]c(=O)c12
→ -3	6	104	11	93	106	102	107
- CCC(NC(=O)c1ccccc1NC(=O)c1ccco1)C(=O)O (stereo not drawn)
→ 7	0	95	1	96	98	101	93
- O=C(/C=C/c1c(F)cccc1Cl)c1ccc(O)cc1
→ -3	-3	87	2	249*	87	72	78
- CCN(CC(=O)NCc1ccc(F)cc1)C(=O)CN1CCN(c2ccc(OC)cc2)CC1
→ 6	5	95	6	90	104	97	98
- CC(=O)c1ccc(NC(=S)Nc2ccc3[nH]c(=O)[nH]c3c2)cc1
→ 0	2	102	5	97	97	96	98
- NNC(=O)c1ccc2[nH]c3c(c2c1)CCCC3
→ 1	13	100	1	116	91	89	99
- Cc1cc(C)cc(NC(=O)COC(=O)c2cc(C)oc2C)c1
→ -12	-1	93	7	108	97	93	96
- COC(=O)C(CC(C)C)N1CCC(=O)c2ccccc2S1(=O)=O (stereo not drawn)
→ -6	1	89	-5	133	94	100	98
- O=C(OCC(=O)N1N=C(c2ccc(Cl)cc2)CC1c1ccco1)c1cncc(Br)c1 (stereo not drawn)
→ -5	1	103	-5	95	102	100	98
- CCCCN1CCC(COC(=O)c2cc(Cl)c(N)c3c2OCCO3)CC1
→ 4	4	94	-5	98	96	86	98
- OCC[C@H]1C[C@H](O)[C@@H](O)[C@]2(CCc3ccccc3CO2)O1
→ 4	2	81	-2	105	90	76	94
- COc1ccc(NC(=O)[C@@H]2CCCN2S(=O)(=O)c2ccccc2F)cc1S(=O)(=O)N1CCCCC1
→ 8	-1	107	7	112	110	108	108
- Cc1ccc(-n2nnnc2SCC(=O)Nc2ccc3c(c2)OCCO3)cc1C
→ -4	2	110	5	117	112	110	106
- CCOC(=O)CSc1nnc(CNC(=O)c2cccs2)n1-c1ccccc1
→ 5	1	104	-3	98	105	108	103
- COc1ccc(-c2csc(NC(=O)Cc3ccccc3F)n2)c(OC)c1
→ -3	-6	99	1	103	119	89	106
- O=S(=O)(c1cc(F)ccc1F)N1CCC2(CC1)OCCN2S(=O)(=O)c1cccs1
→ 9	0	107	3	110	105	103	101
- Cc1ccc(SCC(=O)Nc2cccc(S(=O)(=O)N3CCOCC3)c2)cc1C
→ -4	-1	103	1	103	105	96	101
- Cn1c(=O)oc2cc(S(=O)(=O)Nc3ccc4c(c3)OCCO4)ccc21
→ 13	-3	109	8	85	92	90	95
- COCCN1CCN(C(=O)c2cc(COc3ccc(F)cc3F)on2)CC1
→ 4	-4	113	-2	108	109	113	114
- COc1cc(OC)cc(-c2c(-c3ccc(F)cc3)c3cc(Br)ccc3n2C)c1
→ -1	2	96	3	100	91	96	96
- COc1cc(NC(=O)c2cc(CC(C)C)on2)c(OC)cc1Cl
→ 2	91*	91	-13	97	96	89	93
- CCOc1ccc(NS(=O)(=O)CC23CCC(CC2=O)C3(C)C)cc1 (stereo not drawn)
→ -4	-2	96	6	102	97	103	101
- N#Cc1ccc(C23CC4(C2)[C@H](CN(CC2CCCCC2)[C@@H]4c2ccccc2)C3c2ccc(Cl)nc2)cc1 (stereo partly drawn)
→ 6	1	98	-6	97	98	97	95
